CAL PDZ FP-1: CAL PDZ (human) peptide binding inhibition | inhibition, % at 24.9 µM | Q9HD26 | AID 602252 | 0.92% of 300,000 active | purified CAL PDZ, TMR-peptide fluorescence polarization, 1 h;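 active = mean inhibition of at least 30% with at least half of replicates also reaching 30%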;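 note: 0% = DMSO neutral control and 100% = excess unlabeled competitor peptide PRC23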
SR-BI DiI-HDL act: enhances SR-BI lipid uptake from DiI-HDL; AID 504775; activation, % at 12.5 µM; CHO ldlA[mSR-BI] cells, DiI-HDL uptake fluorescence, 3 h; 100 = double the neutral-control signal; 0.096% of 320,000 active;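 active = mean replicate activation of at least 60% and every replicate at or above 60%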;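 note: 0% = median plate neutral-control signal and 100% = twice that signal; values of inactives mirror those of a sister screen read the other way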
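material = CHO ldlA[mSR-BI] cells | medium = Ham's F12 with 0.5% BSA, HEPES 25 mM, pH 7.4 | reagent = fluorescent DiI-HDL, 10 µg/mL final | compound dosing = single-point compound dose | incubation = 3 h, 37 °C | measured by = bottom-read fluorescence, 550/595 nm | measure = HDL uptake via cellular fluorescence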
PvdQ inh: blocks Pseudomonas aeruginosa PvdQ acylase activity. purified PvdQ acylase, fluorescence plate reader. inhibition, % at 10 µM. 0.063% of 340,000 active. AID 488965; in the data active = inhibition above about 30%, passing the limit was not always enough;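 note: 0% = vehicle neutral wells and 100% = reference inhibitor wells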
NSD2 HMT inh: NSD2 (human) methyltransferase inhibition; O96028; NSD2 peptide methylation, AlphaScreen, 120 min; inhibition, % at 12.5 µM; 0.54% of 310,000 active; in the data active = inhibition above about 50%
dFosB act: mouse delta FosB homodimer activation | purified delta FosB, TAMRA-CDK5 oligo fluorescence polarization; percent of positive-control signal above neutral wells | activation, % at 25 µM | 0.99% of 340,000 active | AID 493131;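 active = mean activation above about 17%, with every replicate also reaching it, limit read from the data, passing the limit was not always enough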;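 note: fluorescence polarization rise as delta FosB binds a TAMRA Cdk5 AP-1 oligo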
Target sequence (P13346 whole entry, looked up): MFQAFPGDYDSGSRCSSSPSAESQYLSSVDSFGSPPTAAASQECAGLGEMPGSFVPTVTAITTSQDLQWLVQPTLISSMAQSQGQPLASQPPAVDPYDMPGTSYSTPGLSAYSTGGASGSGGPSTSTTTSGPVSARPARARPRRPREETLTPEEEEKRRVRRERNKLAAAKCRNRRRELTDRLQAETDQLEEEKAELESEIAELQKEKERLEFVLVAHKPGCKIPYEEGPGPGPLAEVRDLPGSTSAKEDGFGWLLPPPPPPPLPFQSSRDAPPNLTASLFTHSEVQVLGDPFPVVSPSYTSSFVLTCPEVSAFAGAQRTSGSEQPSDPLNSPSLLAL
Rtt109 HAT inh: inhibitors of Candida albicans Rtt109/Vps75 histone acetyltransferase. Q5AAJ8. purified Rtt109/Vps75, ThioGlo CoA-SH fluorescence, 4 h. inhibition, % at 34.9 µM. 0.16% of 330,000 active. AID 540336;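 active = inhibition of at least 50% in every replicate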
MITF TRPM1 HTS: MITF TRPM1 promoter activation in melanoma cells. 0.75% of 300,000 active. SK-MEL-5 TRPM1-promoter luciferase, 24 h; % of positive control, neutral wells = 0. activation, % at 12.5 µM;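 active = mean activation of at least 80% with every replicate also reaching 80%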;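 note: 0% = neutral control wells and 100% = parthenolide positive control wells; values of inactives mirror those of a sister screen read the other way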
PfHsp90 yeast 2: inhibits growth of yeast expressing Plasmodium falciparum Hsp90; S. cerevisiae expressing PfHsp90, BacTiter-Glo ATP, 48 h; yeast lacking PDR1 and PDR3 efflux regulators; inhibition, % at 9.4 µM; AID 504621; 0.32% of 310,000 active;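 active = every replicate shows inhibition above about 80%, whatever the replicate mean, limit read from the data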;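 note: 0% = DMSO neutral controls and 100% = 20 µM radicicol positive controls; yeast relying on Plasmodium falciparum Hsp90 in place of its own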
SR-BI DiI inh: inhibitors of mouse SR-BI mediated HDL lipid uptake; Q61009; ldlA[mSR-BI] CHO cells, DiI-HDL uptake fluorescence, 3 h; inhibition, % at 12.5 µM; 0.96% of 320,000 active;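 active = mean replicate inhibition of at least 70% and a set share of replicates each scoring 70 or more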;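 note: 0% = median of neutral control wells and 100% = median of positive control wells; values of inactives mirror those of a sister screen read the other way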
Target sequence (Q61009 whole entry, looked up): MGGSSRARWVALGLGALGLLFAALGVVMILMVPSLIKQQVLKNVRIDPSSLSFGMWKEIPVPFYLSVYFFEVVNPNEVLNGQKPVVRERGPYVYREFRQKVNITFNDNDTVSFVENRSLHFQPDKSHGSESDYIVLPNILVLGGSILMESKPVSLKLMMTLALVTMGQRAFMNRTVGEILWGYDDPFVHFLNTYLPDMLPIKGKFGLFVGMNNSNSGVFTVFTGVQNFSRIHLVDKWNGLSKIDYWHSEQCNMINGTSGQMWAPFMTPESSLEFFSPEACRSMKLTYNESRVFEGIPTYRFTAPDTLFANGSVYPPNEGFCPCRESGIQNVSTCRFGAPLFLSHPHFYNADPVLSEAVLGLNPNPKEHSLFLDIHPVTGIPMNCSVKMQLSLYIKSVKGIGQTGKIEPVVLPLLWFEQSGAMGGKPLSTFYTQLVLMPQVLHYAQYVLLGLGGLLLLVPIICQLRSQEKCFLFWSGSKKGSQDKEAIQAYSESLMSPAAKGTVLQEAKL
CAL PDZ FP-2: blocks peptide binding to human CAL PDZ domain | Q9HD26 | purified CAL PDZ, TMR-peptide fluorescence polarization, 1 h | inhibition, % at 20 µM | 0.02% of 330,000 active | AID 504414;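 active = highest replicate inhibition of at least 40%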;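 note: plate controls were DMSO neutral control wells for no effect and unlabeled competitor peptide control wells for full effect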
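Material: tagged CAL PDZ protein CerCALP, purified; buffer or medium: sodium phosphate/NaCl buffer pH 7.4 with TCEP, IgG, Thesit; also added: fluorescent TMR peptide probe; schedule: 1 h incubation at room temperature before polarization reading; technique: fluorescence polarization from S- and P-plane intensities, G-factor corrected; control set: unlabelled peptide and DMSO controls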
The depositor's hits bear a star; . = no result given.

SMILES	CAL PDZ FP-1	SR-BI DiI-HDL act	PvdQ inh	NSD2 HMT inh	dFosB act	Rtt109 HAT inh	MITF TRPM1 HTS	PfHsp90 yeast 2	SR-BI DiI inh	CAL PDZ FP-2
CCc1nnc(NC(=O)C2(C)COC(c3ccccc3)OC2)s1 (configuration not stated)	-5.0	-9.2	3.8	-10.2	5.6	9.4	-2.1	-8.1	9.2	-0.4
CCOc1cc(/C=N/NC(=O)C2CC2)ccc1OC(C)C	-4.0	3.1	-7.5	-3.3	-0.7	-7.1	-3.8	-6.7	-3.1	-1.6
CC(=O)Nc1ccc(C(=O)N/C(=C/c2ccccc2)C(=O)Nc2cccc(C(=O)O)c2)cc1	-7.1	4.6	1.4	-1.2	0.7	0.4	9.8	-5.2	-4.6	-1.0
COc1ccc(CNC(=O)C(C)NCc2ccc(S(N)(=O)=O)cc2)cc1 (configuration not stated)	-1.3	.	6.8	0.8	5.9	-1.3	.	1.1	.	-3.2
CN(C)C(=O)c1cc2cc(Br)ccc2s1	-3.1	1.4	-7.9	3.4	5.1	-7.5	-9.7	.	-1.4	-0.5
CCOC(=O)C1=CC[C@H]2c3c(c4ccccc4n3C)C[C@H]1N2C	-3.4	5.1	-7.4	.	-12.0	11.5	7.0	16.5	-5.1	-0.2
Cc1ccc(Nc2nnc(SCC(=O)Nc3ccc(S(=O)(=O)N4CCOCC4)cc3)s2)cc1	-0.3	-0.5	-12.4	61.6*	10.9	-1.9	48.4	-6.6	0.5	-0.5
COc1cc(C(=O)NC(C)C2CC3CCC2C3)cc(OC)c1OC (configuration not stated)	-5.6	-7.6	-17.6	0.3	-12.9	-14.1	.	1.9	7.6	-1.0
CC(C)CN(C(=O)CSc1nnc2ccccn12)C1CCS(=O)(=O)C1 (configuration not stated)	-2.6	26.3	-8.7	2.1	3.3	5.0	.	9.8	-26.3	0.5
CC(=O)OCC(=O)C12OC(C)(C)OC1CC1C3CC=C4CC(O)CCC4(C)C3CCC12C (configuration not stated)	-3.1	-26.0	-8.6	-0.5	-7.9	5.4	-6.7	8.5	26.0	0.1
CCOC(=O)[C@@H]1[C@H]2COc3cc(OC)ccc3[C@H]2N2C(=O)N(c3ccc(C)cc3)C(=O)[C@@]12C	-4.0	-42.4	-11.2	.	-5.0	-0.7	0.3	-12.7	42.4	-0.2
Cc1ccc(CNC(=O)Cn2c(=O)n(-c3ccccc3)c(=O)c3sccc32)cc1	1.2	23.7	6.9	1.8	21.1*	30.4	-1.7	-16.6	-23.7	1.0

An excerpt from above, limited to MITF TRPM1 HTS and dFosB act.
SMILES | MITF TRPM1 HTS | dFosB act
COc1ccc(CNC(=O)C(C)NCc2ccc(S(N)(=O)=O)cc2)cc1 (configuration not stated) | . | 5.9
CCc1nnc(NC(=O)C2(C)COC(c3ccccc3)OC2)s1 (configuration not stated) | -2.1 | 5.6
CC(=O)Nc1ccc(C(=O)N/C(=C/c2ccccc2)C(=O)Nc2cccc(C(=O)O)c2)cc1 | 9.8 | 0.7

The main list resumes, repeating the 2 entries before the break.
SMILES	CAL PDZ FP-1	SR-BI DiI-HDL act	PvdQ inh	NSD2 HMT inh	dFosB act	Rtt109 HAT inh	MITF TRPM1 HTS	PfHsp90 yeast 2	SR-BI DiI inh	CAL PDZ FP-2
CCOC(=O)[C@@H]1[C@H]2COc3cc(OC)ccc3[C@H]2N2C(=O)N(c3ccc(C)cc3)C(=O)[C@@]12C	-4.0	-42.4	-11.2	.	-5.0	-0.7	0.3	-12.7	42.4	-0.2
Cc1ccc(CNC(=O)Cn2c(=O)n(-c3ccccc3)c(=O)c3sccc32)cc1	1.2	23.7	6.9	1.8	21.1*	30.4	-1.7	-16.6	-23.7	1.0
O=C(CCCN1C(=O)c2ccccc2C1=O)NCc1ccco1	-1.5	20.9	-14.4	-2.7	4.1	9.2	10.1	5.6	-20.9	.
COc1ccc(Br)c(C(=O)NC2CCCC2)c1	-6.3	-1.5	-2.9	-6.6	-6.0	5.6	2.1	-5.5	1.5	.
COc1ccc(CCNC(=O)c2noc3c2CCCC3)cc1OC	.	-23.1	-8.4	-3.0	-5.5	-5.9	-11.4	-40.0	23.1	-2.4
Nc1ccn(CC(=O)NCCCc2ccccc2)c(=O)n1	-1.5	1.0	-0.8	.	-2.7	5.9	3.6	.	-1.0	1.3
C[C@@H](c1ccccc1)N1C[C@H]2CCCN2c2cc(Br)ccc2S1(=O)=O	5.3	-21.8	-3.3	.	-3.0	0.4	-13.4	-19.9	21.8	0.3
CC(=O)Nc1ccc(C(=O)CSc2nc3ccc(C)cc3[nH]2)cc1	-6.4	-2.7	-10.5	0.4	-5.4	2.5	0.8	-37.6	2.7	-2.2
CCOC(=O)C1CCCN(C(=O)CCNS(=O)(=O)c2ccc(Br)cc2)C1 (configuration not stated)	-3.8	13.3	-3.9	.	-1.3	1.9	-0.3	.	-13.3	-2.7
CCOc1ccc(N2CC(NC(=O)c3cccc4ccccc34)CC2=O)cc1 (configuration not stated)	.	5.2	-15.8	-2.1	8.5	-4.6	5.7	-23.9	-5.2	-0.1
S=C1NC[C@H](Cc2ccccc2)N1CCc1cccc2ccccc12	-5.8	2.0	-16.1	.	-9.4	-0.2	-2.5	-18.1	-2.0	-1.0
COc1ccc(N(C)C(=O)c2sc(Cl)nc2C)cc1	-6.9	-0.5	-7.9	-3.2	-1.9	3.3	.	3.5	0.5	-3.7
Cc1ccc(CN2CCNC(=O)C2CC(=O)NCc2cc(C)n(C)n2)cc1 (configuration not stated)	-0.6	-1.9	-3.2	0.5	-5.7	-7.2	-7.5	1.7	1.9	-2.5
COc1ccc(C2OC(=O)CC2C(=O)NC2CCCC(C)C2C)cc1OC (configuration not stated)	.	22.7	-5.1	-3.1	-1.2	-18.4	.	.	-22.7	-0.6
O=C(Nc1nnc(-c2cccs2)o1)c1ccc(S(=O)(=O)N2CCOCC2)cc1	1.7	-10.4	0.8	-3.3	3.4	-7.6	-2.3	7.5	10.4	-0.5
CCOC(=O)CC(=O)CSc1nc2c(sc(=S)n2-c2ccc(C)c(C)c2)c(=O)[nH]1	-2.4	18.6	12.6	4.4	-7.5	16.2	-0.7	3.1	-18.6	-1.2
CCOC(=O)N1CCC(=NNC(=O)c2ccc(O)cc2)CC1	0.5	-21.4	-7.8	-1.0	-3.1	-12.1	6.1	9.9	21.4	-2.6
C=CC(=O)NC(NC(=O)C=C)c1ccc(Br)cc1	-5.9	28.8	-13.8	-4.9	3.3	0.4	2.6	23.4	-28.8	-0.4
Cc1nc(SCc2ccc(Cl)c(Cl)c2)ncc1C(=O)O	-8.0	0.8	18.2	-0.7	-4.9	9.4	0.5	-1.0	-0.8	.
CCCN(C1CCS(=O)(=O)C1)S(=O)(=O)c1ccc2ccccc2c1 (configuration not stated)	-4.8	-0.8	-7.2	0.5	-8.5	8.9	3.7	-6.5	0.8	-2.1
CC(NC(=O)CN1CCN(c2ncccn2)CC1)c1ccc(F)cc1 (configuration not stated)	-3.2	0.5	-11.8	0.6	-5.4	-3.5	3.0	0.4	-0.5	-0.6
Cc1ccccc1NC(=O)Cn1nnc(-c2ccc(CN3CCC(C)CC3)cc2)n1	5.8	.	4.9	-0.2	-5.1	-10.6	3.7	-0.6	.	0.0
CS(=O)(=O)O/N=C1\CCCCC1c1ccc([N+](=O)[O-])cc1[N+](=O)[O-] (configuration not stated)	-3.4	-2.0	3.1	-3.1	-3.6	24.3	-3.0	7.8	2.0	-1.5
CC1(C)CC(=O)c2sc(NC(=O)C3COc4ccccc4O3)nc2C1 (configuration not stated)	7.5	16.9	-8.5	.	-4.3	-1.4	32.0	14.6	-16.9	-0.6
COc1cc(OCc2ccccc2)c(OC)c(OCc2ccccc2)c1	-0.7	-53.7	-10.8	-6.6	-7.3	-4.0	7.1	24.7	53.7	1.5
COc1ccccc1/C=C/C1=NC(=C\C=C/c2ccccc2)/C(=O)O1	-3.0	-18.7	3.2	-0.2	-8.8	2.3	-4.1	10.7	18.7	-3.1
O=C(OC1CCOC1=O)c1ccc2ncsc2c1 (configuration not stated)	-4.2	19.9	-9.6	-4.6	-6.2	14.4	.	-13.6	-19.9	-2.2
Cc1cc2cc3c(cc2nc1SCC(=O)Nc1c(C)cccc1C)CCC3	-1.8	-28.6	-10.0	.	-4.3	-2.2	-24.8	-51.6	28.6	-1.7
COc1cccc(C(=O)O/N=C(\N)c2ccc([N+](=O)[O-])cc2)c1	-4.0	9.9	-15.1	-1.8	8.7	-10.9	15.1	25.9	-9.9	-0.9
Cc1cc(C)c(NC(=O)CSc2nc(=O)n(CCN3CCOCC3)c3c2CCC3)c(C)c1	-3.9	-0.9	-18.0	4.5	-4.1	-16.8	3.8	-11.8	0.9	-1.7
Clc1cccc(CSc2ccc(-c3ccco3)nn2)c1	-4.1	-1.0	-17.2	7.2	-12.6	-1.7	39.0	13.5	1.0	-1.2
Cc1onc(C(=O)N2CCN(c3ccccc3F)CC2)c1-c1ccccc1Cl	-3.0	-11.8	7.7	-1.3	1.6	0.2	0.5	24.1	11.8	-2.2
COc1cc(NC(=O)c2cc(-c3cccs3)on2)cc(OC)c1OC	.	-29.9	-13.1	2.5	5.3	6.0	-3.6	-9.7	29.9	-1.6

Profiles, looked up by structure. Screens in order: CAL PDZ FP-1 | SR-BI DiI-HDL act | PvdQ inh | NSD2 HMT inh | dFosB act | Rtt109 HAT inh | MITF TRPM1 HTS | PfHsp90 yeast 2 | SR-BI DiI inh | CAL PDZ FP-2
`Clc1cccc(CSc2ccc(-c3ccco3)nn2)c1` in the list: -4.1 | -1.0 | -17.2 | 7.2 | -12.6 | -1.7 | 39.0 | 13.5 | 1.0 | -1.2
`COc1cccc(C(=O)O/N=C(\N)c2ccc([N+](=O)[O-])cc2)c1` in the list: -4.0 | 9.9 | -15.1 | -1.8 | 8.7 | -10.9 | 15.1 | 25.9 | -9.9 | -0.9
`Cc1onc(C(=O)N2CCN(c3ccccc3F)CC2)c1-c1ccccc1Cl` in the list: -3.0 | -11.8 | 7.7 | -1.3 | 1.6 | 0.2 | 0.5 | 24.1 | 11.8 | -2.2

Compound activity as filed in PubChem.

Random draw from the library. About 4.3% of those tested had a hit in this group.
